Source: PubChem
USP1 inh – Inhibitors of USP1/UAF1: Primary Screen | Ubiquitin carboxyl-terminal hydrolase 1 (Homo sapiens), O94782 | recombinant USP1/UAF1, Ub-Rhodamine cleavage fluorescence | Potency, µM (series often up to 57.1 µM), inactives show top-dose activity change, negative = inhibition, actives largely listed as inhibitors | hit rate 0.23% among 390,000; note: % is set by controls: 0 for no effect and ±100 for the full control effect; nearly all actives have a fitted effect of over 60% in size; inactives centre near -12
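USP1/UAF1 complex (1 nM) preincubated 15 min at room temperature with compound, then Ub-Rho substrate (150 nM final) added. Kinetic fluorescence at 480/540 nm over 6 reads at 60 s intervals; 50 mM HEPES pH 7.8, 0.5 mM EDTA, 0.1 mg/ml BSA, 1 mM TCEP, 0.01% Tween-20.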
RGS4 inh – Inhibitors of Regulator of G Protein Signaling (RGS) 4: qHTS. hit rate 0.039% among 390,000. Regulator of G-protein signaling 4 (Homo sapiens), P49798. Potency, µM (top dose mostly 114 µM), inactives show top-dose activity change, negative = inhibition, most hits filed as inhibitors. Transcreener GDP fluorescence polarization, RGS4-accelerated GTP hydrolysis; note: % is set by controls: 0 for no effect and ±100 for the full control effect; nearly all actives have a fitted effect of over 75% in size; some results filed as inactive show a strong effect at the top dose
Target sequence (P49798 whole entry, looked up): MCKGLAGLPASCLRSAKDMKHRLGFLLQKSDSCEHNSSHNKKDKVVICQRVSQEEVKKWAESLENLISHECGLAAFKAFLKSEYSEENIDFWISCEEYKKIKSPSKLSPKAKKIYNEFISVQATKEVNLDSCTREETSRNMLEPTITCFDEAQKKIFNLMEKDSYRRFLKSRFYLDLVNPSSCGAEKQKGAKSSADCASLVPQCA
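MLSMR compounds (23 nl, pin-transferred) preincubated 10 min at room temperature with a 500nM (2x) first reagent, then RGS4 at 900nM (2x) plus Transcreener GDP mix added; fluorescence polarization (620/688 nm) read before and after 90 min at 30 °C.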
RXFP1 agonist – qHTS Assay for Agonists of the Relaxin Receptor RXFP1. Relaxin receptor 1 (Homo sapiens), Q9HBX9. HEK293T-RXFP1 cAMP TR-FRET, 30 min; response scale: percent of porcine relaxin response, buffer zero. Potency, µM (highest dose often 57.5 µM), for inactives: at the highest dose activation, usual class: activators. hit rate 0.3% among 370,000; note: % is set by controls: 0 for no effect and ±100 for the full control effect; nearly all actives have a fitted effect of over 60% in size; many of its hits are not listed in these tables
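HEK293T cells stably expressing RXFP1 were pretreated with the PDE4 inhibitor Ro 20174, exposed to compounds for 30 min at 37C, lysed, and cAMP was read by TR-FRET. Data normalized to buffer (basal) and 29 nM porcine relaxin (100%).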
TrxR1 substrate – qHTS Assay for Substrates of Mammalian Selenoprotein Thioredoxin Reductase 1 (TrxR1): qHTS; purified TrxR1 substrate turnover, NADPH consumption readout; Potency, µM (highest dose often 114 µM), for the others: at the highest dose activity change, negative = substrate turnover; hit rate 0.01% among 390,000; AID 588456, 2011; note: % is set by controls: 0 for no effect and ±100 for the full control effect; nearly all actives have a fitted effect of over 50% in size
Target sequence (O89049 whole entry, looked up): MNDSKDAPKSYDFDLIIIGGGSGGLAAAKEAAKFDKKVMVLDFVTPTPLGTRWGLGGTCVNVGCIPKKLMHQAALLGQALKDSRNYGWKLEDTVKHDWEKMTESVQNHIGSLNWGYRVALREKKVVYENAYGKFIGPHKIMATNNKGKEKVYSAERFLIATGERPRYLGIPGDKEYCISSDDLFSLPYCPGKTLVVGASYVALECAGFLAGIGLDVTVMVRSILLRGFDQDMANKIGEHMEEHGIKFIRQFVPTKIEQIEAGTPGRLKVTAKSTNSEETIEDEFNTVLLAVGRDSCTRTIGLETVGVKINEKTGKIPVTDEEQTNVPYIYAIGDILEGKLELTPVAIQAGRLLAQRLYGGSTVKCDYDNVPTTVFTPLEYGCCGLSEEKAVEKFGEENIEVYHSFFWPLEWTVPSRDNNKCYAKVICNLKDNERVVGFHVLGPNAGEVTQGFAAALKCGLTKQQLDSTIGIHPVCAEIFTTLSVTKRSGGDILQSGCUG
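Rat TrxR1, dispensed at 90 nM, was prereduced with 400 uM NADPH (final) for 5 min at ~22 deg C, then incubated with compound 15 min before 400 uM selenite. A first-read NADPH fluorescence drop versus no-compound background flagged substrates.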
Vif-A3F inh – qHTS for Inhibitors of Vif-A3F Interactions: qHTS | HeLa A3F-eYFP + Vif (tagged APOBEC3F with the HIV-1 protein that degrades it), YFP fluorescence increase | Potency, µM (series often up to 46.1 µM), for inactives: top-dose activity, negative = active | hit rate 0.2% among 390,000 | AID 602313, 2012; note: % of control where 0% means no effect; nearly all actives have a fitted effect of over 65% in size
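Fluorescence increase (Ex 488/Em 500-530) after overnight compound treatment at 37 deg C flags inhibition of Vif-driven A3F-eYFP loss in stable HeLa A3F-eYFP/Vif cells seeded overnight beforehand.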
12-LOX inh – Primary qHTS assay for inhibitors of human arachidonate 12S-lipoxygenase (ALOX12): Round 2; Polyunsaturated fatty acid lipoxygenase ALOX12 (Homo sapiens), P18054; purified 12hLO, xylenol orange hydroperoxide absorbance; Potency, µM (titrated, usually from 108 µM), for the others: at the highest dose activity change, negative = inhibition, most hits filed as inhibitors; hit rate 1.1% among 580,000; note: % is set by controls: 0 for no effect and ±100 for the full control effect
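Hydroperoxide product was detected by ferrous iron/xylenol orange as the 573 to 405 nm absorbance ratio. Arachidonic acid at 40 uM (final) was turned over for 30 min at room temperature by 150 nM human 12hLO, pH 7.0 Hepes buffer, after 15 min compound preincubation.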
IDH1 R132H inh – qHTS for Inhibitors of mutant isocitrate dehydrogenase 1 (IDH1): qHTS. Isocitrate dehydrogenase [NADP] cytoplasmic (Homo sapiens), O75874. IDH1-R132H enzyme, NADPH consumption, diaphorase/resazurin fluorescence. Potency, µM (doses to about 76.6 µM), for inactives: at the highest dose activity change, negative = inhibition, actives largely listed as inhibitors. hit rate 0.093% among 390,000; note: % is set by controls: 0 for no effect and ±100 for the full control effect; nearly all actives have a fitted effect of over 65% in size
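IDH1-R132H (0.5 ug/mL dispensed) in pH 7.5 Tris buffer was preincubated 30 min with compound, then given a substrate mix of 0.016 mM NADPH and 2 mM alpha-KG for 80 min at room temperature; remaining NADPH was read by diaphorase/resazurin fluorescence.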
rTrxR1 inhibitor – qHTS Assay for Inhibitors of Mammalian Selenoprotein Thioredoxin Reductase 1 (TrxR1): qHTS. recombinant rTrxR1, NADPH fluorescence consumption, selenite substrate. Potency, µM (highest dose often 114 µM), inactives show at the top dose activity change, negative = inhibition, actives largely listed as inhibitors. hit rate 1% among 390,000. AID 588453, 2011; note: % is set by controls: 0 for no effect and ±100 for the full control effect; nearly all actives have a fitted effect of over 65% in size
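Rat TrxR1 (90 nM in the dispensed reagent) was pre-reduced with 400 uM NADPH for 5 min at room temperature, then incubated with compound for 15 min. After 400 uM selenite was added, NADPH fluorescence (Ex 340/Em 450 nm) was followed for 8 min.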
Vif-A3G inh – qHTS for Inhibitors of Vif-A3G Interactions: qHTS; DNA dC->dU-editing enzyme APOBEC-3G (Homo sapiens), Q9HC16; HeLa A3G-eYFP + Vif (tagged APOBEC3G with the HIV-1 protein that degrades it), YFP fluorescence, overnight; Potency, µM (doses to about 46.1 µM), for the others: at the top dose activity, negative = active, hits mostly inhibitors; hit rate 0.076% among 410,000;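 note: % is set by controls: 0 for no effect and ±100 for the full control effect; nearly all actives have a fitted effect of over 60% in size; hits raise eYFP signal because A3G escapes Vif-driven loss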
Target sequence (Q9HC16 whole entry, looked up): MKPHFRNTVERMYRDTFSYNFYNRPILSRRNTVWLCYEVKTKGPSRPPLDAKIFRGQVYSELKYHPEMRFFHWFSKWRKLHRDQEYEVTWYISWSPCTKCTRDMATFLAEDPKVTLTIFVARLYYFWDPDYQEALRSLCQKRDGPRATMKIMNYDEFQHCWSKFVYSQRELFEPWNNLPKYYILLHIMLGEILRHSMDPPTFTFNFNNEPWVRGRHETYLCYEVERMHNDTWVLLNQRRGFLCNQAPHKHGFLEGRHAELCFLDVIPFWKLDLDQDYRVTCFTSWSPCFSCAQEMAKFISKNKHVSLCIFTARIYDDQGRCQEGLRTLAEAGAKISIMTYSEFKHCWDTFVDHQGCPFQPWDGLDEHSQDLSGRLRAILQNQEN
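Read-out is eYFP fluorescence (Ex 488/Em 500-530) from Vif-expressing HeLa A3G-eYFP cells; more signal means A3G escaped Vif-mediated degradation. Cells plated overnight, compound pinned in, incubated overnight at 37 deg C.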
Active calls of the source: *; ? = inconclusive; / = no result given; & = joins results of further samples; [ ] = remark or other dose. Calls come from the whole dose curve; as a rule, active = well fitted curve in the direction sought with a large enough effect; inconclusive = small, poorly fitted or top-dose-only effect, or another doubt; inactive = no such curve, though single readings can be large; an effect the other way counts as inactive or inconclusive. Potency is the fitted concentration of half-maximal effect. Some of the compounds tested. The share of hits here may be higher or lower than overall.

entry	canonical_smiles	USP1 inh	RGS4 inh	RXFP1 agonist	TrxR1 substrate	Vif-A3F inh	12-LOX inh	IDH1 R132H inh	rTrxR1 inhibitor	Vif-A3G inh
1	COc1ccc2[nH]c(O)c(N=NC(=O)c3ccc(NS(=O)(=O)c4cccs4)cc3)c2c1	-19%	2%	-4.3%	-2%	0%	162%[activator]	-12%	3%	-1%
2	CC(C)(C)N1OC2CC1c1nc3ccccc3n1C2 (stereo not given)	-19%	4%	0.0%	7%[57.1 µM]	-8%	4%	-11%	3%[57.1 µM]	-1%
3	CCN1CCN(c2nc(C)c3c(n2)CCCC3=O)CC1	-14%	-7%	-0.4%	6%[57.1 µM]	2%	4%	2%	6%[57.1 µM]	1%
4	O=C(Cc1ccc(NC(=O)C2CCN(C(=O)c3ccccc3)CC2)cc1)Nc1ccc(C(=O)N2CCOCC2)cc1	?	10%	/	1%	0%	-1%	0%[38.3 µM]	3%	0%
5	Cc1c(C(=O)NCc2ccccn2)oc2ccccc12	-8%	-2%	1.3%	3%	-4%	16%	6%	5%	0%
6	O=C(NCCCN=C1NS(=O)(=O)c2ccccc21)c1ccncc1	-13%	24%	1.3%	8%[2.29 µM]	-4%	-9%	1%	9%[2.29 µM]	2%
7	O=Cc1ccc(C(=O)OCC(=O)NCCC2=CCCCC2)cc1	-12%	9%	-0.3%	-6%	8%	1%	-7%	4%	1%
8	CCOC(=O)/C=C1\SCC(=O)N1CC(=O)NCc1cccc(Cl)c1	-17%	-20%	0.7%	-21%[57.1 µM]	-14%	-8%	4%	7%[57.1 µM]	2%

Fetched by structure from the entries so far (4):
entry	canonical_smiles	USP1 inh	RGS4 inh	RXFP1 agonist	TrxR1 substrate	Vif-A3F inh	12-LOX inh	IDH1 R132H inh	rTrxR1 inhibitor	Vif-A3G inh
4	O=C(Cc1ccc(NC(=O)C2CCN(C(=O)c3ccccc3)CC2)cc1)Nc1ccc(C(=O)N2CCOCC2)cc1	?	10%	/	1%	0%	-1%	0%[38.3 µM]	3%	0%
6	O=C(NCCCN=C1NS(=O)(=O)c2ccccc21)c1ccncc1	-13%	24%	1.3%	8%[2.29 µM]	-4%	-9%	1%	9%[2.29 µM]	2%
8	CCOC(=O)/C=C1\SCC(=O)N1CC(=O)NCc1cccc(Cl)c1	-17%	-20%	0.7%	-21%[57.1 µM]	-14%	-8%	4%	7%[57.1 µM]	2%
2	CC(C)(C)N1OC2CC1c1nc3ccccc3n1C2 (stereo not given)	-19%	4%	0.0%	7%[57.1 µM]	-8%	4%	-11%	3%[57.1 µM]	-1%

Next compounds follow.
entry	canonical_smiles	USP1 inh	RGS4 inh	RXFP1 agonist	TrxR1 substrate	Vif-A3F inh	12-LOX inh	IDH1 R132H inh	rTrxR1 inhibitor	Vif-A3G inh
9	CC1=NS(=O)(=O)NC(C)(C)C1	-12%	13%	/	-15%	8%	-22%	1%	-16%	0%
10	CC(=O)Nc1cccc(CNCc2cccc(NC(C)=O)c2)c1	-3%	-22%	0.7%	-5%	-7%	-1%	-4%	-10%	0%
11	O=C(CCc1nc2sc3c(c2c(=O)[nH]1)CCCC3)NCC(=O)Nc1ccccc1Br	-21%	-46%	1.8%	-2%	-17%	134%[activator]	-3%	-5%	1%
12	Cc1ccc(-c2[nH]ncc2C(=O)c2cccc(F)c2)c(O)c1	-18%	-12%	-3.4%	-11%[57.1 µM]	-3%	-4%	3%	9%[57.1 µM]	4%
13	Cc1cc(C(=O)CN2C(=O)NC(c3ccccc3)(c3ccccc3)C2=O)c(C)n1Cc1ccco1	-13%	1%	0.5%	-2%	-2%	21%	1%	6%	-3%
14	CCn1c(SCC(=O)Nc2nc(C)cs2)nnc1-c1ccncc1	-11%	-3%	3.7%	0%	-1%	18%	2%	4%	2%
15	COc1ccccc1NC(=O)CSCc1cc(=O)c2c(C)cc(C)cc2[nH]1	-7%	-5%	5.3%	1%[57.1 µM]	3%	8%	23%	6%[57.1 µM]	4%
16	CC(=O)Nc1ccc(NC(=O)c2sc(-c3ccccc3)nc2C)cc1	-18%	5%	-1.0%	0%	-19%	-28%	7%	8%	-5%

(17) CCOc1ccc(C(=O)N2CCCCC2CCN2CCOCC2)cc1 (stereo not given)
(18) CCC(C)NC(=O)C1CCC(CNS(=O)(=O)c2ccc3c(c2)N(C(C)=O)CCO3)CC1 (stereo not given)
(19) CCOc1ccc(CC(=O)NNC(=S)Nc2ccccc2)cc1Br
(20) CCCCc1cc(=O)oc2cc(C)cc(OC(C)C(=O)NCc3ccccn3)c12 (stereo not given)
(21) CC(C)(C)NC(=O)CSc1n[nH]c(=O)n1-c1ccccc1
(22) Cc1ccc(-c2nc3ncccc3o2)cc1NC(=O)c1ccccc1Br
(23) NC(=Nc1ccccc1)NC(=O)c1nc(Cl)c(N)nc1N
(24) CCOC(=O)c1c(C)nc2sc3c(=O)n(-c4ccc(OC)cc4)cnc3c2c1-c1ccc(OC)cc1
(25) CC(=O)N1CCc2cc(S(=O)(=O)N3CCc4ccccc4C3)ccc21
(26) O=C(CSc1n[nH]c(-c2ccncc2)n1)NCCc1ccccc1

entry no. | 17 | 18 | 19 | 20 | 21 | 22 | 23 | 24 | 25 | 26
USP1 inh | ? | -20% | 2% | -17% | -10% | -25% | 12% | -14% | -12% | -23%
RGS4 inh | 20% | 17%[11.4 µM] | -12%[11.4 µM] | 11% | -14% | -7% | -2%[56.9 µM] | 1% | 14% | -9%
RXFP1 agonist | 0.1% | 2.5% | -0.5% | 3.0% | -0.8% | 0.6% | / | -0.6% | 3.8% | 0.0%
TrxR1 substrate | -4% | 4% | 4%[57.1 µM] | 56%[activator] | 10% | 5% | 81%[activator][57.1 µM] | -3% | -8% | -6%[57.1 µM]
Vif-A3F inh | 9% | -1% | 3% | 2% | 0% | -9% | 7% | -4% | 2% | 2%
12-LOX inh | -10% | 4% | ? | 15%&2% | 18% | -44% | ? | 170%[activator] | -12% | 0%
IDH1 R132H inh | -15% | -7% | -4% | 3% | 3% | -10% | 23% | 4% | 7% | 0%
rTrxR1 inhibitor | 1% | 18% | ? | 27% | 13% | -6% | 37%[activator][57.1 µM] | 3% | -7% | 13%[57.1 µM]
Vif-A3G inh | 4% | 2% | 0% | -2% | -1% | -8% | 0% | 5% | 2% | -1%

(27) CCn1c(Cc2ccccc2)nnc1SCC(=O)N1CCCCC1
(28) CCN(CC)C(=O)OCCc1cc2ccccc2c(=O)o1
(29) COc1ccc(CNC(=O)Cc2ccc(NC(=O)N3CCCCc4ccccc43)cc2)cc1
(30) C/C(=N/NC(=O)c1ccc(C)s1)c1cccc(NC(=O)COc2ccc(Cl)cc2Cl)c1
(31) Cc1nc(N2CCN(c3ccccn3)CC2)c2c(C)c(C(=O)Nc3ccc(F)cc3)sc2n1
(32) CCOC(=O)Cc1cc(-c2ccc(F)cc2)nc2ccc3ccccc3c12
(33) O=C1C(=O)N(CCS(=O)(=O)c2ccccc2)c2ccc(F)cc21
(34) COc1ccc(NC(=O)N2CCOCC2)cc1OC
(35) CC(C)NC(=O)NC(=O)COC(=O)CCCSc1nc2ccccc2s1
(36) CCOc1ccccc1N1CC(C(=O)N2CCc3ccccc32)CC1=O (stereo not given)

entry no. | 27 | 28 | 29 | 30 | 31 | 32 | 33 | 34 | 35 | 36
USP1 inh | -17% | -24% | -3% | -19% | -3% | -14% | ? | -5% | -14% | -7%
RGS4 inh | 2% | -12% | 26% | 20% | 18% | -13% | -49% | -43% | 0% | 9%
RXFP1 agonist | 1.7% | -0.1% | -1.1% | -0.3% | 14% | 6.4% | 1.1% | 0.5% | -0.3% | 0.7%
TrxR1 substrate | 16%[57.1 µM] | 9% | 0%[57.1 µM] | 0%[57.1 µM] | 34%[activator] | 1% | -6% | -4% | 8% | -1%
Vif-A3F inh | 2% | -8% | -2% | -20% | 21% | -4% | -4% | -2% | -8% | -1%
12-LOX inh | 0% | ? | -13% | 6% | -1% | 6% | -18% | 0% | -8% | 1%
IDH1 R132H inh | 2% | 13% | 16% | 7% | -4% | 5% | -4% | 7% | 0% | 9%
rTrxR1 inhibitor | 14%[57.1 µM] | 40µM* | 8%[57.1 µM] | 20% | 53%[activator] | -4% | -2% | -10% | 26% | -8%
Vif-A3G inh | -3% | 2% | -12% | -22% | -1% | -2% | -3% | -1% | 1% | -8%
